Dengue-2 NS5 capping = Dengue-2 NS5 methyltransferase inhibitors, primary screen, biochemical, confirmation dose response (AID 588689) | inhibition, % at 25 µM; hits with a dose series show IC50 in µM | 340,000 compounds, 0.3% hits | Dengue-2 NS5 methyltransferase capping enzyme assay, biochemical; higher % means a stronger effect; in the data active = a potency from the dose series; inconclusive = inhibition above about 29% without an active follow-up result
GPR35 antagonists = inhibition of zaprinast-stimulated GPR35 beta-arrestin translocation – imaging, U2OS, beta-arrestin-GFP, zaprinast agonist, primary screen (AID 2058); U2OS GPR35 beta-arrestin-GFP translocation imaging, zaprinast antagonism; higher % means a stronger effect; inhibition, % at 10 µM; hits with a dose series show IC50 in µM; 290,000 compounds, 0.052% hits;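 active = inhibition of at least 50% with at least 30 cells and total cytoplasm GFP at most 10,000,000; inconclusive = under 30 cells or total GFP of 10,000,000 plus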
LYP inhibition = PTPN22 lymphoid phosphatase activity blockers – biochemical, fluorescence intensity, uHTS (AID 1779); 290,000 compounds, 0.054% hits; one-dose inhibition, % at 11.5 µM; IC50 in µM for titrated hits; recombinant LYP phosphatase, fluorescence intensity; higher % means a stronger effect; in the data active = inhibition above about 50%;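 note: plate controls were vehicle with enzyme for no effect and no enzyme for full effect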
NTR1 ag = NTR1-driven beta-arrestin-GFP spot formation – imaging, U2OS cells, high content, primary screen (AID 493036). agonist mode. activation, % at 20 µM. 330,000 compounds, 0.17% hits;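 active = activation at or above 40% of the spot to cytoplasm intensity ratio, with at least 20 cells analyzed; inconclusive = wells under 20 cells, flagged as cytotoxic or low count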;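 note: 0% = DMSO without peptide and 100% = 100 nM NTR1 peptide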
Target sequence (P30989 whole entry, looked up): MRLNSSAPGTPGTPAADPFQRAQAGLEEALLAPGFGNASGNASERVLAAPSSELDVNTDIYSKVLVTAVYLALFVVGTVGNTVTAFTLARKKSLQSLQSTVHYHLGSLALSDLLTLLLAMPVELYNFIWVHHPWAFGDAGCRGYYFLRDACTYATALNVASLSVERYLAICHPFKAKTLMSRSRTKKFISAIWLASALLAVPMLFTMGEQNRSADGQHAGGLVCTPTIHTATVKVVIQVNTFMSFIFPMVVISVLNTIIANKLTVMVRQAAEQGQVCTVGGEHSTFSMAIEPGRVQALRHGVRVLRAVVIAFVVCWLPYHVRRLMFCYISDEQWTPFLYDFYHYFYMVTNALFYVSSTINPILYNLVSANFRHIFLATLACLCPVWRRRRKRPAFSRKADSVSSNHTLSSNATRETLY
AID2073 = inhibitors of Mint1-CaV2.2 protein interaction, biochemical, HTRF (AID 2073). HTRF protein-protein interaction, Mint1-CaV2.2; higher % means a stronger effect. inhibition, % at 20 µM; hits with a dose series show IC50 in µM. 290,000 compounds, 0.19% hits; in the data active = inhibition mostly above about 51%, no sharp cut-off; inconclusive = no clear call, values can overlap the other calls; inactive = mostly below about 53%; note: some results filed as inactive read as strong as hits
K1F lysis inhibition = protection from phage-mediated lysis, alamar blue read-out – E. coli UTI89, K1F phage, bacterial capsule biogenesis inhibitors (AID 488966) | E. coli UTI89 K1F phage lysis, alamar blue, 2 h; higher % means a stronger effect | 340,000 compounds, 0.02% hits | inhibition, % at 100 µM, or IC50 in µM where a hit was titrated;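 active = phage lysis inhibition, versus mean bacterial control, above a set limit; inconclusive = no clear call, values can overlap the other calls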;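 note: capsule biogenesis inhibitors block K1F phage lysis so surviving cells raise fluorescence; higher fluorescence means more inhibition of phage lysis; actives were called in the ten point dose series up to 300 µM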
Autophagy HCS = modulators of autophagy; MEF GFP-LC3 puncta imaging; test concentration mostly 10 µM; calls only at 10 µM (by protocol); 190,000 compounds, 0.98% hits; AID 463193;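 active = percentage of spot-positive cells more than 3 SD above its plate mean, without a fluorescence outlier flag or 80% toxicity; inconclusive = no clear call, values can overlap the other calls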;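 note: spot-positive cell cutoff set from DMSO-treated cells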
WT yeast gro inh = growth inhibition of WT yeast, mitochondrial fusion screen; mitochondrial fusion phenotypic screen, WT strain; inhibition, % at 10 µM; 190,000 compounds, 2.1% hits; AID 1362; in the data active = inhibition above about 58%; tested in S. cerevisiae
RSV CPE inhibition = inhibition of RSV-induced cytopathic effect – HEp-2 cells, primary 10 µM value included (AID 2391). HEp-2 cells, RSV-induced CPE inhibition; higher % means a stronger effect. CPE inhibition, % at 10 µM; hits with a dose series show IC50 in µM. 310,000 compounds, 0.13% hits; in the data active = a potency from the dose series; inconclusive = CPE inhibition mostly from about 23% at the one dose, without a potency; inactive = the rest, 99 in 100 with CPE inhibition below about 21%; note: strong numbers were not always called active
WT yeast gro inh mutant strain = further read-out of WT yeast gro inh, marked with its call; inhibition, %; mitochondrial fusion phenotypic screen, mutant strain inhibition
Autophagy HCS cell loss 18 h = also measured in Autophagy HCS; calls as there; toxicity, %; measured here: cell loss, nuclei count;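 cell loss after 18 h compound exposure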
NTR1 ag cell count 20 µM = recorded beside NTR1 ag, whose call it bears; cell count; measured here: cell count, cytotoxicity flag
Dengue-2 NS5 capping pilot replicate = second read-out of Dengue-2 NS5 capping, no call of its own (marks repeat the call); inhibition, %; measured here: pilot screen replicate inhibition
The depositor's hits bear a star; i = inactive; u = inconclusive; x = not tested or not shown; + = active, no number; [ ] = dose if it differs, or a comment.

SMILES	Dengue-2 NS5 capping	GPR35 antagonists	LYP inhibition	NTR1 ag	NTR1 ag cell count 20 µM	AID2073	K1F lysis inhibition	Autophagy HCS	Autophagy HCS cell loss 18 h	WT yeast gro inh	WT yeast gro inh mutant strain	RSV CPE inhibition	others
COc1ccc2c(=O)c3c(=O)n(Cc4ccco4)c(-c4ccc(C)cc4)nc3oc2c1	-14%	-3%	0%	11	59	9%	-0.9%	i	-14	16	35	8.5%	Dengue-2 NS5 capping pilot replicate=4.0
Cc1nn2c3c(cnc2c1-c1ccccc1)C(=O)CC(c1ccccc1)C3 (centres undefined)	-6%	4%	-1%	2.2	55	29%	4.7%	i	-4	19	-33	1.7%
CCC/C(O)=C1\C(=O)CC(C)(C)CC1=NCc1ccccc1	0%	11%	-3%	0.7	54	4%	-2.4%	x	x	x	x	3.0%
O=C(COc1cccc2ccccc12)NNC(=O)c1cccs1	-9%	11%	-2%	-0.3	59	8%	0.1%	i	-25	-17	-16	1.3%
COC(=O)C1CCN(C(=O)COC(=O)CCc2nc3ccccc3c(=O)[nH]2)CC1	-1%	9%	-9%	-0.9	76	3%	0.4%	i	-3	2	-17	1.5%
CCOc1cccc(-c2c(C(=O)N/N=C/c3ccsc3)nnn2-c2nonc2N)c1	-1%	15%	-9%	1.8	35	1%	0.0%	x	x	x	x	0.3%
CCOC(=O)c1c(C)n(C)c2ccc(OC)c(NC(=O)CN3CCN(C(=O)c4ccco4)CC3)c12	1%	-16%	-8%	0.1	37	-6%	-0.4%	i	10	-6	2	0.7%
CCCNC(=O)c1nc(C)n(-c2ccc([N+](=O)[O-])cc2)n1	x	-5%	-3%	1.5	82	-2%	x	i	1	-20	11	2.1%
Cc1ccc(C(=O)Nc2nc(-c3ccccn3)cs2)s1	-6%	x	x	2.2	45	x	0.5%[50 µM]	x	x	x	x	1.6%
Cc1ccc(CNC(=O)CCc2c(C)[nH]c(=O)c(C#N)c2C)cc1	-2%	10%	-2%	-0.6	36	-3%	0.2%	x	x	x	x	0.5%
O=C(Nc1ccc(C(=O)NCCCN2CCN(c3ccccc3)CC2)cc1)C1=CSCCO1	-3%	5%	-5%	-0.4	78	-8%	0.1%	x	x	x	x	1.0%
COc1ccc(C(=O)Nc2ccc(NC(=O)c3cccs3)c(OC)c2)cc1Cl	-11%	16%	-9%	4.4	67	29%	0.3%	i	29	11	-7	3.3%
CCOc1cc(-c2nc(-c3cc(OC)c(OC)c(OC)c3)no2)cc(OCC)c1OCC	x	x	x	-0.2	47	x	0.1%[50 µM]	i	1	x	x	0.6%
CC(=O)c1sc2nc(-c3ccco3)ccc2c1N	x	6%	-3%	-1.4	46	20%	x	x	x	x	x	15%
CC(C)(C)NC(=O)C(c1ccncc1)N(C(=O)c1csnn1)c1cccc2ccccc12 (centres undefined)	-10%	12%	-8%	0.1	51	-10%	-1.0%	i	8	0	-1	0.5%
COC(=O)c1c(NC(=O)COC(=O)CNC(=O)c2ccco2)sc(C)c1C	-1%	1%	-2%	3.6	51	-3%	1.8%	i	-4	-5	-8	7.5%
COc1ccc(OCC(=O)Nc2ccc3oc(=O)ccc3c2)cc1	0%	0%	-7%	-0.1	64	4%	1.7%[50 µM]	x	x	x	x	2.1%
O=C(O)c1ccc(-c2nnn(Cc3cccc(C(F)(F)F)c3)n2)cc1	-9%	-7%	-10%	0.5	63	8%	0.0%	x	x	x	x	3.3%
Cc1nc2cc(NC(=O)NCCC3=CCCCC3)ccc2o1	1%	-7%	-8%	1.4	70	-5%	-0.6%	i	17	-18	-14	11%
Cc1ncc(C[n+]2csc(CCOC(=O)CC34CC5CC(CC(C5)C3)C4)c2C)c(N)n1	1%	-6%	2%	-0.7	50	5%	0.7%[50 µM]	i	6	0	-4	0.5%
COc1cc2c(cc1OC)C1=CC(=O)C(=O)N1C(C)(C)C2	16%	33%	-6%	0.2	42	-7%	-0.1%	+	-14*	5	2	-0.1%
CCN(CC)C(=O)CSc1nnc(NC(=O)CCc2ccccc2)s1	7%	1%	-8%	2.5	47	20%	-0.6%	i	5	-16	-3	1.6%
CSc1nc2ccccc2c(=O)n1Cc1ccc(F)cc1	-1%	-12%	-2%	1.7	65	-4%	-0.2%	+	0.8*	2	13	1.1%
CC(C)(C)c1ccc(-c2n[nH]c(=S)n2CCCN2CCOCC2)cc1	-5%	-6%	-11%	3.4	30	12%	0.1%	i	12	4	13	-0.2%
COCCCN1C(=O)C(=O)/C(=C(/O)c2ccc(C)cc2)C1c1ccccc1 (centres undefined)	0%	-10%	-2%	-0.4	38	2%	0.3%	i	-2	-1	-3	0.6%

Brought forward from above: 4 entries; new compounds follow.
SMILES	Dengue-2 NS5 capping	GPR35 antagonists	LYP inhibition	NTR1 ag	NTR1 ag cell count 20 µM	AID2073	K1F lysis inhibition	Autophagy HCS	Autophagy HCS cell loss 18 h	WT yeast gro inh	WT yeast gro inh mutant strain	RSV CPE inhibition	others
CCN(CC)C(=O)CSc1nnc(NC(=O)CCc2ccccc2)s1	7%	1%	-8%	2.5	47	20%	-0.6%	i	5	-16	-3	1.6%
CSc1nc2ccccc2c(=O)n1Cc1ccc(F)cc1	-1%	-12%	-2%	1.7	65	-4%	-0.2%	+	0.8*	2	13	1.1%
CC(C)(C)c1ccc(-c2n[nH]c(=S)n2CCCN2CCOCC2)cc1	-5%	-6%	-11%	3.4	30	12%	0.1%	i	12	4	13	-0.2%
COCCCN1C(=O)C(=O)/C(=C(/O)c2ccc(C)cc2)C1c1ccccc1 (centres undefined)	0%	-10%	-2%	-0.4	38	2%	0.3%	i	-2	-1	-3	0.6%
CSCc1ccc(C(=O)NCCSc2ccc(Br)cc2)cc1	-5%	-2%	-2%	2.6	20	5%	1.0%[50 µM]	x	x	x	x	7.2%
CN(C)c1ccnc(-n2cccc2/C=N/OCc2ccc(F)cc2Cl)c1C#N	-1%	-4%	-7%	1.7	64	2%	0.0%	i	4	10	-11	9.6%
C/C(=N\Nc1ccc(F)cc1F)c1ccc(N2CCOCC2)cc1	-2%	13%	-1%	-0.2	49	-17%	-0.1%	i	3	6	37	1.6%
Cc1ccc(SCCN2CCN(CCc3ccccc3)CCC2=O)cc1	-4%	-6%	-4%	-0.3	95	10%	1.3%	x	x	x	x	-1.1%
CCCn1c(Cc2ccccc2)nnc1SCC(=O)N1CCOCC1	-6%	12%	-12%	-1.6	68	-5%	0.3%	i	0	11	7	0.2%
Oc1ccc(CNCC2COc3ccccc3O2)cc1 (centres undefined)	-3%	6%	-3%	0.7	38	-6%	-0.9%	i	16	-2	-6	-0.6%
Cc1sc2ncn3ncnc3c2c1C	-2%	24%	-4%	-0.7	86	4%	-0.1%	i	-5	18	21	u
Cc1ccc(C)c(NC(=O)COC(=O)c2ccc3ccccc3n2)c1	-29%	x	x	-0.4	53	x	0.7%[50 µM]	x	x	x	x	-0.8%
CC(C)(C)C1CCC(OC(=O)CN2CCCCC2)CC1 (centres undefined)	5%	4%	-10%	2.4	47	2%	0.4%	x	x	x	x	x
COc1cccc(C2NC(=O)NC(C)=C2C(=O)Nc2ccccc2C)c1 (centres undefined)	x	2%	-4%	x	x	-2%	x	i	2	50	10	x
CCCCc1c(C)nn(-c2nnc3c4ccccc4n(CC)c3n2)c1C	-3%	-12%	-8%	16	80	5%	0.2%	i	-14	68*	42*	39%
O=C(NNC(=O)c1cccc(-n2cnnn2)c1)c1ccccc1	-3%	6%	-6%	-0.5	56	4%	0.5%	i	-2	5	11	0.0%
c1coc(CNc2c3c(nc4ncnn24)CCC3)c1	-2%	14%	-10%	-1.7	67	-2%	4.2%	i	2	-6	5	27%
O=C(NCCOc1ccc2ccccc2c1)c1cncc(Br)c1	-5%	-3%	-3%	-1.3	53	4%	0.0%	x	x	x	x	2.6%
Cc1c(C(=O)Nc2ccc3c(c2)OCO3)sc2nc(-c3ccccc3)cn12	-2%	0%	2%	2.5	59	16%	5.6%	i	1	13	15	0.6%
O=C(NN1C(=O)CSC1=S)c1cccnc1	x	10%	-1%	0.1	59	-3%	x	x	x	x	x	x
COc1ccc2c(C(F)(F)F)cc(=O)oc2c1C	-1%	0%	3%	5.3	78	-1%	-1.6%	i	-7	21	39	0.4%
Cn1[nH]c(=O)c(Cl)c(Cl)c1=O	1%	5%	-4%	-0.4	52	-4%	0.4%	i	-11	x	x	1.6%
Nc1nc2c(nc(SCc3ccccc3Br)n2[C@@H]2O[C@H](CO)[C@@H](O)[C@H]2O)c(=O)[nH]1	-6%	-8%	-5%	2.0	89	4%	-0.9%[50 µM]	x	x	x	x	-0.2%
CCOc1ccc2[nH]c(=O)c(CN(Cc3cccnc3)C(=O)Nc3ccccc3OC)cc2c1	0%	1%	-6%	0.5	33	10%	0.1%	i	9	5	13	0.1%
CCCCSc1nc2c(cnn2-c2ccccc2)c(=O)n1N	-3%	20%	-3%	0.4	78	-3%	0.1%	i	-11	18	4	12%
CCOc1cnc(-c2c(-c3c(Cl)cccc3Cl)noc2C)o1	6%	3%	-3%	1.5	41	10%	0.3%	i	8	-3	-5	1.3%
COc1ccc(OC)c(CN2CCN(C(=O)c3ccc(NS(=O)(=O)c4cccc([N+](=O)[O-])c4)cc3)CC2)c1	-1%	x	x	0.4	53	x	0.5%[50 µM]	x	x	x	x	1.7%
COc1cc(C(=O)Nc2cccc(C(C)=O)c2)cc(OC)c1OC	2%	-6%	-6%	0.3	36	1%	1.8%	i	-9	-10	-5	0.1%
NS(=O)(=O)c1ccc(CCNC(=O)COC(=O)CCSc2ccc(Cl)cc2)cc1	-6%	0%	-3%	3.5	66	-4%	0.6%[50 µM]	i	12	3	18	1.1%
Cc1ccc(C(=O)Nc2cccc(NC(=O)c3cccnc3)c2)cc1	-10%	11%	-12%	0.1	53	16%	0.1%	x	x	x	x	1.0%
Cn1c(=O)c(=O)n(C)c2cc(S(=O)(=O)Nc3ccc(OC(F)(F)F)cc3)ccc21	-3%	1%	-4%	0.6	69	1%	2.0%	i	-9	4	7	15%

Ordered by SMILES length (highest first): 3 of the compounds above.
SMILES	Dengue-2 NS5 capping	GPR35 antagonists	LYP inhibition	NTR1 ag	NTR1 ag cell count 20 µM	AID2073	K1F lysis inhibition	Autophagy HCS	Autophagy HCS cell loss 18 h	WT yeast gro inh	WT yeast gro inh mutant strain	RSV CPE inhibition	others
Cn1c(=O)c(=O)n(C)c2cc(S(=O)(=O)Nc3ccc(OC(F)(F)F)cc3)ccc21	-3%	1%	-4%	0.6	69	1%	2.0%	i	-9	4	7	15%
COC(=O)c1c(NC(=O)COC(=O)CNC(=O)c2ccco2)sc(C)c1C	-1%	1%	-2%	3.6	51	-3%	1.8%	i	-4	-5	-8	7.5%
Cc1ccc(SCCN2CCN(CCc3ccccc3)CCC2=O)cc1	-4%	-6%	-4%	-0.3	95	10%	1.3%	x	x	x	x	-1.1%

From PubChem BioAssay
